Screens from PubChem BioAssay.
PLCg1 inh: PLC-gamma1 enzyme inhibitors, primary screen, biochemical, fluorescence, purified enzyme. 1-phosphatidylinositol 4,5-bisphosphate phosphodiesterase gamma-1 (Homo sapiens), P19174. 370,000 compounds, 0.84% hits. fluorogenic substrate. AID 720700, 2013. inhibition, % at 12.2 µM; in the data active = inhibition above about 9.5%
ADAM10 inh: human ADAM10 inhibitors, primary screen, biochemical, QFRET, HTS. AID 720582, 2013. 370,000 compounds, 0.62% hits. inhibition, % at 7 µM. recombinant ADAM10, EDANS/DABCYL FRET peptide cleavage, 3 h. Disintegrin and metalloproteinase domain-containing protein 10 (Homo sapiens), O14672;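 active = inhibition above a per-campaign cutoff equal to the mean of compounds falling between control-based bounds plus 3 SD, cut at about 20% in these data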;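 also: 0% = DMSO wells while the 100% control is not disclosed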
ASAP1 inh: inhibitors of human ASAP1 ArfGAP activity, primary screen, biochemical, fluorescence polarization | Arf-GAP with SH3 domain, ANK repeat and PH domain-containing protein 1 (Homo sapiens), … | ASAP1-stimulated ARF1 GTP hydrolysis, GDP FP detection | inhibition, % at 16.5 µM | 360,000 compounds, 0.19% hits | AID 624377, 2012; in the data active = inhibition above about 25%;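 also: 0% = vehicle with enzyme and substrate and 100% = no enzyme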
Tn7 DDE FP: inhibitors of Tn7 peptide binding to fibrin DD(E), primary screen, biochemical, fluorescence polarization, human fibrin, Tn7 probe. Fibrinogen beta chain (Homo sapiens), P02675. FP displacement of FITC-Tn7 peptide from fibrin DD(E); 0% = median of compound wells per plate. inhibition, % at 8.3 µM. 370,000 compounds, 0.13% hits. AID 720508, 2013;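 active = inhibition above the mean of compounds falling within the control limits plus 3 SD of them, cut at about 14% in these data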;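 also: 0% = plate median of compound wells and 100% = 10 µM Aha-Tn7 peptide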
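Also added: labelled Tn7 tracer, 0.1 µM; Assay system: human fibrin DD(E) protein; Amount: 2 µM fibrin DD(E); Schedule: 10 min compound pre-incubation, 3 h probe incubation at room temperature; Repeats: one replicate per compound; Read-out basis: percent inhibition; Measured by: fluorescence polarization of the labelled Tn7 tracer.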
PLCb3 inh: human PLC-beta3 inhibitors, primary screen, biochemical, fluorescence; AID 720704, 2013; 370,000 compounds, 0.18% hits; Purified PLC-beta3, fluorogenic substrate; 1-phosphatidylinositol 4,5-bisphosphate phosphodiesterase beta-3 (Homo sapiens), Q01970; inhibition, % at 12.2 µM; in the data active = inhibition above about 11%;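 also: 0% = median of compound wells on plate and 100% = full blocker control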
Target sequence (Q01970 whole entry, looked up): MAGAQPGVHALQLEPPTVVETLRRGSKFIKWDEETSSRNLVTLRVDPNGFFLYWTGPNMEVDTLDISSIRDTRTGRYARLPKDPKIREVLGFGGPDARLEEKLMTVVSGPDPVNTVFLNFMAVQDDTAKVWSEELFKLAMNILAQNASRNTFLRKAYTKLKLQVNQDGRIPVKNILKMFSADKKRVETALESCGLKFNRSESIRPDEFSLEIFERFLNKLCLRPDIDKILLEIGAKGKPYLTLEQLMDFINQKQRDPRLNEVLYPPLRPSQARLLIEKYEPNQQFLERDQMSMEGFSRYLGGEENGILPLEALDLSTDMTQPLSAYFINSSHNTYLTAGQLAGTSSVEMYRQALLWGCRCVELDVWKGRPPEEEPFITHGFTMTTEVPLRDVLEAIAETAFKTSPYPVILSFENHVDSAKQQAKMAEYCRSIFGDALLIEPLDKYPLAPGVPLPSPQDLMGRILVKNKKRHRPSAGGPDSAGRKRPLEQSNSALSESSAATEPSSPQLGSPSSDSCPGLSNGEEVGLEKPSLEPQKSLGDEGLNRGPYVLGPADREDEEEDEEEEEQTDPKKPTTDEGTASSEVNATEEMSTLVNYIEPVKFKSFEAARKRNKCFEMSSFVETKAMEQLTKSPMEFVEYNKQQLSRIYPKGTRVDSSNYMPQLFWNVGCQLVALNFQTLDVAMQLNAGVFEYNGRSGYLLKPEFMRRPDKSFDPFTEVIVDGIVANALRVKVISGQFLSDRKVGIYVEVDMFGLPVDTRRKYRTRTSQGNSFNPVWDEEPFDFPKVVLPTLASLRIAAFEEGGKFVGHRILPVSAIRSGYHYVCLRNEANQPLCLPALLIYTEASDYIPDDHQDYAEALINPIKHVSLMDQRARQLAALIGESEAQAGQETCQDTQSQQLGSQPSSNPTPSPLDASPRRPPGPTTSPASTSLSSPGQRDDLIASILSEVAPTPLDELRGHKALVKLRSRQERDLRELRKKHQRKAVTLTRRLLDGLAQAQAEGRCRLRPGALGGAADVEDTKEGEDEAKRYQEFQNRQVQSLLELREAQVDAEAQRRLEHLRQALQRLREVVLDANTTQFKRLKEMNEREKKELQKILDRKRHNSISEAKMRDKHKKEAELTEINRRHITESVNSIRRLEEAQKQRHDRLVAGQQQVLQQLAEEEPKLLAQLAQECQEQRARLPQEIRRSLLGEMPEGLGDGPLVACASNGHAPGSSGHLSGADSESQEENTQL
Tn6 DDE FP: inhibitors of Tn6 peptide binding to fibrin DD(E), primary screen, biochemical, fluorescence polarization, human fibrin, Tn6 probe. Fibrinogen beta chain (Homo sapiens), P02675. Fibrin DD(E) TRITC-Tn6 fluorescence polarization displacement. inhibition, % at 8.3 µM. 370,000 compounds, 0.21% hits;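 active = inhibition above a per-campaign cutoff: mean of compounds within control limits plus 3 SD, cut at about 15% in these data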;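 also: 0% = median of all compound wells on the plate and 100% = blocking peptide control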
SIAE inh: human SIAE inhibitors, primary screen, biochemical, fluorescence polarization, FP-Rh probe, 1536-well HTS; Sialate O-acetylesterase (Homo sapiens), Q9HAT2; SIAE FP-Rh probe binding; inhibition, % at 9.66 µM; 370,000 compounds, 0.69% hits; AID 1053197, 2014;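 active = inhibition above a cutoff: mean of compounds within the control limits plus 3 SD of those, cut at about 17% in these data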;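 also: 0% = plate median of compound wells and 100% = probe without SIAE protein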
ARFGAP1 inhibitor: inhibitors of rat ARFGAP1 GAP activity, primary screen, biochemical, fluorescence polarization, GDP tracer; ADP-ribosylation factor GTPase-activating protein 1 (Rattus norvegicus), Q62848; Arfgap1-stimulated ARF1 GTP hydrolysis, GDP FP detection; inhibition, % at 16.5 µM; 360,000 compounds, 0.26% hits; AID 651572, 2012;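 active = inhibition above a per-plate limit, mean inhibition of low control wells plus 3 SD, cut at about 25% in these data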;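 also: 0% = DMSO wells with enzyme and 100% = wells lacking Arfgap1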
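Material: rat Arfgap1 GAP domain (His6, aa 1-136), purified enzyme. Also added: human ARF1(Δ1-17)-GTP substrate. Compound dosing: 16.5 µM single point, 1.26% DMSO. Timing: enzyme reaction 120 min at 25 °C after 20 min preincubation. Signal: GDP detection by fluorescence polarization. Read-out basis: percent inhibition of GAP-stimulated GDP formation, scaled between DMSO and no-Arfgap1 medians.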
TDP2 inh: human TDP2 enzyme inhibitors, primary screen, biochemical, epi absorbance, recombinant enzyme. inhibition, % at 12.8 µM. 370,000 compounds, 0.34% hits. T5PNP hydrolysis, p-nitrophenol absorbance 415 nm. AID 720702, 2013. Tyrosyl-DNA phosphodiesterase 2 (Homo sapiens), O95551;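 active = inhibition above the mean of all tested compounds plus 3 SD, set per campaign, cut at about 25% in these data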;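 also: 0% = DMSO with enzyme and 100% = buffer with substrate but no TDP2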
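System: recombinant human TDP2 / Amount: 120 nM TDP2 per well / Also added: 5 mM T5PNP chromogenic substrate / Doses: 12.8 µM single point, 1% DMSO / Incubation: 2 h at 37 °C / Detection: p-Nitrophenol epi absorbance / Evaluation: % inhibition relative to enzyme-containing and enzyme-free wells / Repeats: singlicate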
ADAM17 inh: ADAM17 inhibitors, primary screen, biochemical, QFRET; inhibition, % at 6.95 µM; 370,000 compounds, 0.83% hits; recombinant ADAM17, EDANS/DABCYL FRET peptide cleavage; Disintegrin and metalloproteinase domain-containing protein 17 (Homo sapiens), P78536; AID 720648, 2013;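 active = inhibition above the mean of compounds lying between control limits plus 3 SD, set per campaign, cut at about 8.5% in these data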;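 also: 0% = DMSO-only wells as the low control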
An asterisk follows results filed as active; i = inactive.

SMILES	PLCg1 inh	ADAM10 inh	ASAP1 inh	Tn7 DDE FP	PLCb3 inh	Tn6 DDE FP	SIAE inh	ARFGAP1 inhibitor	TDP2 inh	ADAM17 inh
CCOC(=O)CN1C(=O)C(=O)N(Cc2c(C)cc(C)cc2C)C1=O	-3	-8	7	5	-6	7	-2	-2	6	-6
CCc1ccc(/C=N/NC(=O)c2cc(-c3ccncc3)nc3ccccc23)s1	-9	10	9	2	-10	-3	5	15	4	3
COCCn1nnnc1C(c1ccccc1OC)N1CCN(C(=O)c2ccco2)CC1 (configuration not stated)	5	6	6	-3	2	2	3	1	-14	5
NC(=O)C1(N2CCCCC2)CCN(C(=O)c2cccn3c(=O)c4cc(Cl)ccc4nc23)CC1	i	i	-1	6	i	5	-1	1	-9	-266
CC1(C(=O)NS(=O)(=O)c2cccs2)CCN1C(=O)CCc1ccc(Cl)cc1Cl (configuration not stated)	-4	-4	-5	3	0	17*	4	-6	-10	0
CN(CC(=O)N1CC=C(c2ccccc2)CC1)S(=O)(=O)c1ccc2c(c1)c(=O)n(C)c(=O)n2C	-1	-14	7	-4	4	4	-1	9	6	-2
CCSc1ccc2c(c1)N(CCCN1CCN(C)CC1)c1ccccc1S2	-4	-10	0	-1	-10	-5	12	-5	2	-8
Cc1ccc(-n2c(=O)c3cc4c(=O)n(-c5ccc(C)c(C)c5)c(=O)c4c(C(=O)c4ccc(C(=O)O)cc4)c3c2=O)cc1C	5	6	-5	-3	-7	-1	-1	-10	2	-1
COc1ccc(C(=O)OCC(=O)NC(=O)CCSc2ccccc2)cc1	-3	3	3	-6	0	-2	-1	3	5	1
Cc1nnc(N/N=C\c2ccc(-c3ccccc3[N+](=O)[O-])o2)n1N	-41	-23	-16	8	-60	-9	8	-4	78*	-7
O=C1c2ccccc2C(=O)N1SC1CCCCC1	1	3	-9	-3	3	-12	1	4	-1	-1
COc1ccc(NC(=O)[C@H](C)NC(N)=O)cc1S(=O)(=O)Nc1cc(C)ccc1Br	1	2	7	-7	0	4	-2	0	3	-5
Cc1ccc2[nH]c(=O)c3cc(C(=O)N(CCCOC(C)C)Cc4ccco4)sc3c2c1	-86	-288	3	-2	-108	5	-8	-8	18	-66
O=C(c1cc(-c2ccccc2O)on1)N1CCOCC1	2	-7	3	-3	0	-3	8	5	2	-4
O=C(O)CSc1cc(C(=O)c2ccccc2O)cn2c(=O)c3c(-c4ccccc4)csc3nc12	-12	1	-14	-2	-28	-4	-46	-3	-2	-2
COc1ccc(CNC(=O)CCSCc2ccccc2Cl)c(OC)c1	-4	2	15	3	1	2	0	2	11	6
CCN(CC)CCOC(=O)c1ccc(N/C=C(/C#N)c2nc(-c3ccc(OC)cc3)cs2)cc1	0	1	48*	1	-12	-10	0	28*	5	0
CCOc1ccc(N2CC(C(=O)NCCCc3ccccc3)CC2=O)cc1 (configuration not stated)	1	-10	-6	-6	-6	-1	0	6	4	-2
CCCCn1c2nc3ccccc3nc2c2c(=O)n(CCC)cnc21	-8	-122	-7	-1	-12	-3	2	1	-11	-29
COC(=O)c1ccc(OCc2nc(N)nc(N3CCOCC3)n2)cc1	0	4	-9	1	1	-8	-5	-1	-5	-4
O=C(NCc1ccccc1)c1nc[nH]c1C(=O)NCc1ccccc1	1	9	6	-3	-8	-1	-1	-10	-1	1
Cc1nn(CC(=O)Nc2ccc(N(C)C)cc2)c(C)c1[N+](=O)[O-]	2	2	3	-1	4	3	-2	-6	0	-1
C/C(=N\NC(=O)c1cccc(S(=O)(=O)N2CCCC2)c1)c1ccc(OCC(=O)N(C)C)cc1	-2	1	-4	-9	-2	4	13	0	5	1
O=C(CCNC(=O)c1ccc([N+](=O)[O-])cc1)Nc1ccc(F)cc1F	0	-4	-3	3	-3	-6	9	-2	12	-2
CN(c1c[nH]c(=O)[nH]c1=O)C1CCCCC1	4	-6	3	-5	1	-5	0	1	0	-2
COC(=O)[C@@]12CCCCN1[C@H](c1ccc(-c3ccccc3)c(OC)c1)[C@H]1C(=O)N(C)C(=O)[C@H]12	0	i	-5	4	4	6	2	3	-1	-3
O=C(C1CCN(S(=O)(=O)c2cnc[nH]2)CC1)N1CCn2c1nc1ccccc12	2	1	-2	3	0	7	-6	5	-9	-1
C=CCNC(=S)N/N=C/c1ccc(C(C)(C)C)cc1	2	2	-3	0	-2	-4	-3	-6	-13	7
CCCCOc1ccc(/C=c2\sc3ncnn3c2=O)cc1	-1	-4	-7	-1	-1	-1	-7	12	-14	-2
CC(NC(=O)CSCc1ccc(Br)cc1)c1ccccc1 (configuration not stated)	-4	-5	-4	2	-10	-2	-2	-5	11	-2

No new results follow: two of the compounds above.
SMILES	PLCg1 inh	ADAM10 inh	ASAP1 inh	Tn7 DDE FP	PLCb3 inh	Tn6 DDE FP	SIAE inh	ARFGAP1 inhibitor	TDP2 inh	ADAM17 inh
CCCCOc1ccc(/C=c2\sc3ncnn3c2=O)cc1	-1	-4	-7	-1	-1	-1	-7	12	-14	-2
CC(NC(=O)CSCc1ccc(Br)cc1)c1ccccc1 (configuration not stated)	-4	-5	-4	2	-10	-2	-2	-5	11	-2

Other results follow:
SMILES	PLCg1 inh	ADAM10 inh	ASAP1 inh	Tn7 DDE FP	PLCb3 inh	Tn6 DDE FP	SIAE inh	ARFGAP1 inhibitor	TDP2 inh	ADAM17 inh
COCCCNC(=O)C1CCN(C(=O)c2cc3sccc3n2Cc2ccc(F)cc2)CC1	8	14	8	-2	4	-10	1	3	-16	3
CC(C)Oc1ccc(C2CC(=O)N(c3ccc(N(C)C)cc3)C2=O)cc1 (configuration not stated)	1	1	-2	2	-1	6	3	-3	5	-8
Cc1ccccc1S(=O)(=O)Cc1ccc(C(=O)NC(C)c2ccc3c(c2)OCCO3)o1 (configuration not stated)	7	-3	12	-4	2	-5	-1	-1	-4	0
COc1ccc(OC)c(C(=O)COC(=O)CNC(=O)c2ccccc2)c1	-23	-12	-12	3	-23	0	-4	-12	13	-3
C/C(=N\NC(=O)c1cccc2ccccc12)c1ccccn1	3	-18	-6	-6	-7	8	-3	9	-10	-2
O=C(COC(=O)c1ccncc1)c1ccccc1	1	-6	-2	-4	-81	7	-2	7	4	-3
COc1ccc(CC(=O)Nc2sccc2C#N)cc1S(=O)(=O)N1CCOCC1	0	-7	-20	0	-9	-4	7	-3	1	-6
O=C(C[n+]1cc(-c2ccc(Cl)cc2)n2c1CCC2)N1c2ccccc2Sc2ccccc21	5	4	7	0	3	5	3	16	-3	3
CSCCC(NC(=O)COc1ccccc1)C(=O)N(C)CC(=O)Nc1c(C)cccc1C (configuration not stated)	5	1	14	3	2	5	8	1	6	-5
COc1ccccc1N1CCN(S(=O)(=O)/C=C/c2ccccc2)CC1	2	1	-6	2	1	4	-5	0	3	-1
CC(Oc1ccc(Br)cc1)C(=O)N(C)CC(=O)Nc1ccc(N2CCOCC2)cc1 (configuration not stated)	-1	-14	-2	-13	-14	-5	2	18	-1	-2
CC1CCCCN1C(=O)Cn1c(=O)n(CCC(=O)NCc2ccco2)c(=O)c2sccc21 (configuration not stated)	5	1	14	3	4	3	1	-10	-6	-1
Cc1ccc(NC(=O)c2cc(C(=O)Nc3ccc(C)cc3)n(C)n2)cc1	3	-4	-8	-6	-8	2	-3	0	1	-1
O=C(/C=C/c1ccc(S(=O)(=O)N2CCOCC2)cc1)Nc1cc(F)ccc1F	1	-11	-5	6	0	-3	-6	1	-2	2
CCN(CC)CCCN(Cc1cc2cc3c(cc2[nH]c1=O)OCO3)C(=S)Nc1ccccc1	-33	-298	5	2	-33	8	2	-11	-1	-100
CCN(CC)S(=O)(=O)c1cc(NC(=O)c2cccc(N3C(=O)CCC3=O)c2)ccc1Cl	-3	2	11	5	-4	-9	-9	-1	-1	3
O=C1NC[C@@H](CCCCN2C[C@H](Cc3ccc(O)cc3)N(CCC3CCCCC3)C(=O)C2=O)N(Cc2ccccc2)C1=O	0	-8	-6	1	0	3	0	-1	3	-6
CC1CCCC(NC(=O)CC2Nc3ccccc3NC2=O)C1C (configuration not stated)	-25	-88	8	-3	-37	-2	0	6	8	-32
CC(=O)Oc1ccc(/C(C)=N\N2CCN(Cc3ccc(Cl)cc3)CC2)cc1	1	5	1	1	-5	4	-2	1	-4	-5
Cc1ccc(C(=O)Nc2sc(C(=O)N(C)C)c(C)c2C#N)cc1	-10	1	-5	7	-12	-3	-1	-6	2	-5
CCc1c(C#N)c(SCCC(=O)Nc2ccc(C)cc2)nc2c1C(=O)CC(C)(C)C2	1	7	-2	4	3	-2	-55	2	8	-2
CCc1cc(C(=O)Nc2ccccc2N2CCOCC2)sc1C	-1	-17	-3	1	-5	-6	-1	-3	3	-3
NS(=O)(=O)c1ccc(Oc2ccc(S(N)(=O)=O)cc2)cc1	0	-2	5	-2	0	0	-3	2	4	-4
CCOc1ccccc1-c1cc(-c2n[nH]c(=S)n2CC)c2ccccc2n1	-75	-68	-6	2	-105	-3	-7	0	-15	-25
O=C1CN(C(=O)CC2c3ccccc3-c3ccccc32)CC(=O)N1	-5	-1	-2	2	3	-3	-2	3	-1	-1
Cc1ccc(NC(=O)C2CCCN(S(=O)(=O)c3ccc4c(c3)oc(=O)n4C)C2)nc1 (configuration not stated)	9.8*	10	-5	-2	5	0	-5	-3	-13	2
COC(=O)C1C/C(=N\NS(=O)(=O)c2ccc(C)cc2)c2ccccc2C1 (configuration not stated)	-1	0	-7	0	-5	6	7	20	5	-2
Cc1ccc2cc3c(NS(=O)(=O)c4cccc5nonc45)nn(CC(C)C)c3nc2c1	-1	-5	-15	6	-14	0	9	5	-12	-2
CCCCc1nnc(NC(=O)CCc2ccccc2)s1	2	-8	7	-4	2	-8	5	4	-3	0
